High-throughput results deposited in PubChem by National Center for Advancing Translational Sciences (NCATS).
Tau ThT inhib: blocks human tau fibril formation measured by thioflavin T. P10636. recombinant tau K18 P301L, heparin-induced fibrillization, ThT fluorescence. Potency, µM (doses to about 57.4 µM), without a hit: at the top dose activity, negative = inhibition, actives largely listed as inhibitors. actives 2.1% (n = 270,000); note: % is set by controls: 0 for no effect and ±100 for the full control effect; nearly all actives have a fitted effect of over 55% in size
Target sequence (P10636 561-689 P618L limits assumed): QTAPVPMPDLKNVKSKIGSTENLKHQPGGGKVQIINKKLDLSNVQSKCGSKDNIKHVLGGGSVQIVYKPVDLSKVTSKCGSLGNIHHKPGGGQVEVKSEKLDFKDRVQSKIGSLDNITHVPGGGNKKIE
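Heparin-induced (20 uM) aggregation of recombinant human K18 P301L tau, 15 uM unlabeled with 0.24 uM labeled, pH 7 acetate buffer, 6 hr at 37 C with compound. Fibrils quantified by 30 uM ThT fluorescence after 1 hr ambient incubation.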
RECQ1 inh: blocks DNA unwinding by human RECQ1; P46063; RECQ1 DNA unwinding, red fluorescence kinetic read; Potency, µM (series often up to 57.3 µM), inactives show at the highest dose activity, negative = inhibition, actives largely listed as inhibitors; actives 0.54% (n = 240,000); AID 2549;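 note: plate controls were vehicle for no effect and no enzyme for full effect; nearly all actives have a fitted effect of over 30% in size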
Target sequence (P46063 whole entry, looked up): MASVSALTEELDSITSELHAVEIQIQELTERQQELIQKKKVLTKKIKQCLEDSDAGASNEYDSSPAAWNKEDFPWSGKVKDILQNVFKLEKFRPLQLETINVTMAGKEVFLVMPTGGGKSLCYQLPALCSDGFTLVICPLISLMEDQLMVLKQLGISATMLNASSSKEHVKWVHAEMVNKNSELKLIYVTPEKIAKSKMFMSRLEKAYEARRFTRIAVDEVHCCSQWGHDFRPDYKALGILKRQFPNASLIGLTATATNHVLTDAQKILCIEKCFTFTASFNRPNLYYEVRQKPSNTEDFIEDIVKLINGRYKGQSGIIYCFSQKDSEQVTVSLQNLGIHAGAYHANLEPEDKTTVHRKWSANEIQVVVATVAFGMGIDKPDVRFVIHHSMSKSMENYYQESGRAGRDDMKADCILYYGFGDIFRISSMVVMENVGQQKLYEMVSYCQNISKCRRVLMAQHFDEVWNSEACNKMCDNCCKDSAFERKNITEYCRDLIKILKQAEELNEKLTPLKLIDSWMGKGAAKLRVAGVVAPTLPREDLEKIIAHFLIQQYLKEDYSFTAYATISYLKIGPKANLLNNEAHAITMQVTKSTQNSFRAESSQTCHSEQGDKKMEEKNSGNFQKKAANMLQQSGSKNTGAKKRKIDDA
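RECQ1T1 50 nM; forked duplex (20 bp + 30-nt ss tails) 200 nM, ATP 2 mM final; pH 8.0, 2 mM MgCl2, 2.5 ug/ml poly(dI-dC); 15 min compound preincubation; discontinuous kinetic read over 2 h at RT.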
L3MBTL1 block: blocks human L3MBTL1. Q9Y468. AlphaScreen L3MBTL1–H3K9me1 peptide binding. Potency, µM (highest dose often 57.1 µM), for inactives: top-dose activity, negative = inhibition, hits mostly inhibitors. actives 0.66% (n = 230,000). AID 485360; note: % is set by controls: 0 for no effect and ±100 for the full control effect; nearly all actives have a fitted effect of over 60% in size
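AlphaScreen assay: L3MBTL1 (50 nM final) was preincubated 30 min at room temperature with biotinylated H3(1-15)K9me1 peptide (75 nM final), then 30 min with library compounds; streptavidin donor and nickel chelate acceptor beads (10 ug/mL final) added, 30 min dark.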
TR SRC2 fluor cs: alters Texas Red total fluorescence, flagging assay interference; actives 0.29% (n = 280,000); AID 1479; Potency, µM (doses to about 106 µM), inactives show at the top dose fluorescence change, negative = quenching; TRb/SRC2 Texas Red total fluorescence interference; active = well fitted curve in either direction with a large enough effect; inconclusive = small, poorly fitted or top-dose-only effect; note: % is set by controls: 0 for no effect and ±100 for the full control effect
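Human TRb ligand-binding domain at 0.6 uM with 20 nM Texas Red SRC2 peptide in Tris buffer containing 1 uM T3 and 5% DMSO, incubated with compound 5 h at ambient temperature. Total fluorescence (555/632 nm) calculated as parallel + 2 × perpendicular.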
HTT ATP protect: protects HTT-Q103 PC12 cells, measured by ATP. PC12 HTT-Q103 induced, cytoprotection, ATP luminescence, 40 h. Potency, µM (titrated, usually from 56.4 µM), without a hit: cytoprotection (ATP increase), most hits filed as activators. actives 0.14% (n = 230,000);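 note: % of control where 0% means no effect; nearly all actives have a fitted effect of over 45% in size; toxic huntingtin expression switched on by the ecdysone agonist tebufenozide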
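Rat PC12, Q103 Htt exon1-GFP fusion, ecdysone promoter; tebufenozide inducer 100 nM final; compound titration; qHTS, 1500 cells/well; ATPlite luminescent read.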
Tau fibril FP: tau fibrillization inhibition (FP) | P10636 | K18 P301L tau heparin fibrillization, Alexa594 FP, 6 h | Potency, µM (series often up to 57.7 µM), without a hit: top-dose activity, negative = inhibition, hits mostly inhibitors | actives 0.39% (n = 280,000); note: % is set by controls: 0 for no effect and ±100 for the full control effect; nearly all actives have a fitted effect of over 55% in size
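FP of Alexa 594-tau after heparin (20 uM) induction. Substrate: human K18 P301L, 15 uM unlabeled, 0.24 uM labeled. Buffer 100 mM sodium acetate pH 7. 6 hr, 37 C.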
Tau fluor cs: counter-screen for tau fibril formation inhibitors. tau K18 P301L Alexa594 fluorescence, heparin fibrillization. actives 0.93% (n = 280,000). Potency, µM (series often up to 57.7 µM), for the others: at the highest dose activity change, negative = decrease; note: % is set by controls: 0 for no effect and ±100 for the full control effect; nearly all actives have a fitted effect of over 55% in size
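Human tau K18 P301L (15 uM unlabeled, 0.24 uM Alexa 594-labeled) in 100 mM sodium acetate pH 7 with 20 uM heparin, 6 hr at 37 C. ThT 30 uM added, 1 hr ambient; Alexa 594 FP and total fluorescence read at 555/632 nm.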
TRb SRC2 PPI: inhibitors of human thyroid hormone receptor beta-SRC2 interaction; P10828; TRbeta-SRC2 peptide binding, fluorescence polarization; receptor liganded with 1 µM T3; Potency, µM (doses to about 106 µM), for inactives: at the top dose activity change, negative = inhibition, hits mostly inhibitors; actives 0.065% (n = 280,000);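 note: plate controls were bound peptide for no effect and peptide without receptor for full effect; nearly all actives have a fitted effect of over 50% in size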
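Decrease in fluorescence polarization of 20 nM Texas Red SRC2 coactivator peptide flagged inhibition of its binding to 0.6 uM TRb LBD; 1 uM T3 included, incubation 5 hr, ex 555/em 632 nm.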
* hit, by the source's call; i = inactive; ? = inconclusive; . = not tested or not shown; [ ] = another dose, or the depositor's remark. Unless noted, calls come from the whole dose curve; as a rule, active = well fitted curve in the direction sought with a large enough effect; inconclusive = small, poorly fitted or top-dose-only effect, or another doubt; inactive = no such curve, though single readings can be large; an effect the other way counts as inactive or inconclusive. Potency is the fitted concentration of half-maximal effect. Some of the compounds tested; rates above refer to the full screens.

Value order: Tau fluor cs	TRb SRC2 PPI	HTT ATP protect	RECQ1 inh	TR SRC2 fluor cs	Tau ThT inhib	L3MBTL1 block	Tau fibril FP
O=c1c2ccccc2nc2n1CCN2Cc1ccc(Cl)cc1
  -12%	-2%	-1%[10 µM]	-6%	1%	-6%	4%	1%
CCOC(=O)c1cc(-c2ccccc2)n(-c2cccc(C(=O)Nc3ccc(OC)cc3)c2)c1C
  -8%	3%	.	.	?	0%	.	-15%
Cn1nc(C(F)(F)F)c(-c2ccccc2)c1N
  -15%	1%	6%[10 µM]	-7%	-3%	-14%	3%	-2%
COc1ccc(N2CC(C(=O)NCCS(=O)(=O)N3CCN(c4ccccc4)CC3)CC2=O)cc1 (stereo unspecified)
  -6%	-7%	.	.	-4%	2%	.	-9%
CNC(=O)CSc1nc(SC)ns1
  0%	-2%	-55%[inhibitor]	-5%	-1%	3%	4%	-3%
CC(C)(C)NC(=O)C(c1ccncc1)N(C(=O)Cn1nnc(-c2ccc(F)cc2)n1)c1ccc(F)cc1 (stereo unspecified)
  -7%	-1%	?	-8%	-3%	-10%	7%	2%
Cc1ccc(S(=O)(=O)N2CCN(C(=O)Cn3nc(C(=O)O)c4ccccc4c3=O)CC2)cc1
  4%	-3%	-22%[10 µM]	i	-5%	9%	2%	-1%
CSc1nc2nc3c(cn2n1)C(=O)CC(c1ccccc1)C3 (stereo unspecified)
  -8%	-13%	2%	-6%	1%	-12%	.	-6%
COc1cccc(CNC(=O)c2c[nH]n3c(=O)c(Cl)c(C)nc23)c1
  -9%	-8%	.	-22%	-2%	?	-6%	8%
CCOc1cc(C(=O)NC(C)CC)cc(OCC)c1OCC (stereo unspecified)
  -6%	-1%	-8%	0%	-2%	-2%	-1%	0%
CCOC(=O)N1CCC(N2Cc3cccc(C(=O)Nc4cc(F)ccc4F)c3C2=O)CC1
  -16%	-12%	17%	-3%	0%	?	.	5%
O=C(Nc1ccc2c(c1)OCO2)N1CCN(c2cccc(C(F)(F)F)c2)CC1
  -29%	2%	-4%	0%	-7%	?	-9%[11.4 µM]	?
COC(=O)c1sccc1NC(=O)CC1C(=O)NCCN1C(=O)c1ccc(F)cc1 (stereo unspecified)
  -8%	-2%	24%[10 µM]	-4%	2%	-7%	-1%	3%
COc1ccc(/C=N/OC/C(O)=C(\C#N)c2nc3ccccc3[nH]2)cc1OC
  ?	-6%	-50%[inhibitor][10 µM]	-2%	-6%	?	-17%	5%
COc1cccc(/C=N/NC(=O)Cn2cnc3c2c(=O)n(C)c(=O)n3C)c1OC
  -2%	-5%	-8%[10 µM]	4%	-1%	-1%	-12%	1%
Cc1c(-c2ccccc2)oc2c(C(=O)N3CCN(c4ccccc4F)CC3)cccc2c1=O
  -2%	-4%	13%[10 µM]	-2%	-1%	-2%	6%	5%
CCOC(=O)Nc1ccc2c(c1)Nc1ccccc1S2
  14µM*[quencher]	-14%	-25%	-10%	-1%	7.9µM*	-28%	-13%
Cc1nn(-c2cc(C)c3ccccc3n2)c2c1CCC2
  -15%	-2%	-5%[10 µM]	-3%	0%	-18%	-3%	-4%
CC1CN(C(=O)COC(=O)c2cc([N+](=O)[O-])ccc2Cl)CC(C)O1 (stereo unspecified)
  -2%	0%	-39%	7%	-1%	-1%	.	-8%
Cc1ccc2c(c1)COc1c3ccc(C(=O)NCC4CC4)cc3nn1-2
  -15%	1%	-17%[10 µM]	i	-2%	?	.	0%
CCOc1cccc(OCCOCCn2cnc3ccccc3c2=O)c1
  -7%	-3%	3%	i	-1%	-7%	.	-1%
COC(=O)c1c(C)[nH]c(C)c1-c1ccccc1
  -8%	1%	27%	-19%	1%	-5%	-1%	1%
CCCOc1ccc2c(=O)c(N3C(=O)c4ccccc4C3=O)c(C)oc2c1
  2%	4%	2%	8%	0%	-17%	1%	-4%
COc1ccc(C(=O)Nc2cccc(OCc3cc(=O)n4c5c(sc4n3)CCCC5)c2)cc1
  -11%	-5%	.	.	0%	-7%	.	-4%
CC[C@H](C)[C@H](NC(=O)OCC1c2ccccc2-c2ccccc21)C(=O)O
  1%	3%	-45%[inhibitor][1.9 µM]	-2%	1%	-10%	.	-3%
CCCCN(C)C(=O)Cn1c(C2CC(=O)N(c3ccc(C)cc3)C2)nc2ccccc21 (stereo unspecified)
  0%	1%	.	.	-3%	6%	.	-4%
COc1ccc2nccc(C(N)=O)c2c1
  -13%	7%	7%[10 µM]	-6%	-5%	-7%	-2%	-13%
CCOC(=O)N1CCC(NS(=O)(=O)c2ccc3c(c2)C(C)(C)C(=O)N3C)CC1
  -2%	-3%	-3%	5%	0%	-4%	2%	-1%
OC(CN1CCN(c2ccccc2)CC1)c1c[nH]c2ccccc12 (stereo unspecified)
  -16%	-2%	19%	-4%	3%	?	-3%	6%
O=C(CN1C(=O)C2CC=CCC2C1=O)NCC1COc2ccccc2O1 (stereo unspecified)
  -5%	0%	-16%	i	-4%	0%	7%	?
CC(C)CNc1c(N)c(=O)oc2ccccc12
  -13%	-12%	11%	-11%	-2%	-16%	.	?
O=c1[nH]c2ccccc2n1C1CCCCC1
  -4%	-8%	7%	i	-1%	-5%	.	4%
C#Cc1ccc([C@@H]2C=C(C(=O)N3CCN(Cc4ccccc4)CC3)O[C@H](OCC)[C@H]2CCCO)cc1
  7%	6%	-15%[10 µM]	-19%	-1%	-11%	0%	14%
O=C(/C=C/c1ccccc1Cl)c1ccc[nH]1
  -9%	1%	.	-3%	-2%	?	-11%	6%
CCn1c(SCC(=O)c2ccc3c(c2)OCCO3)nnc1C(C)C
  8%	3%	-14%	?	0%	-8%	0%	3%
COc1ccccc1NC(=O)c1cc2n(n1)C(C(F)(F)F)CC(c1ccc3c(c1)OCO3)N2 (stereo unspecified)
  ?	-4%	-7%[10 µM]	-1%	-1%	?	-5%	-5%
COc1ccc(/C=N/OCC(=O)NC(c2ccccc2)c2ccccc2)cc1OC
  4%	0%[53 µM]	29%[10 µM]	-2%	-2%[53 µM]	5%	9%	2%
O=C1N(Cc2cccc(Cl)c2)C[C@@H]2C[C@@H](c3cccn3-c3nccs3)N3CCC[C@@]123
  0%	5%	-37%[inhibitor]	0%	-6%	-11%	-14%	2%
O=C(O)c1cc2n(n1)CCN(Cc1ccccc1Cl)C2=O
  2%	0%	-22%	-3%	0%	2%	.	4%
CC(OC(=O)CCc1nc2ccccc2c(=O)[nH]1)C(=O)NC1CCCC1 (stereo unspecified)
  0%	-4%	-25%[10 µM]	-8%	-1%	3%	-4%	-12%

Record cards (already shown). Screens in order: Tau fluor cs, TRb SRC2 PPI, HTT ATP protect, RECQ1 inh, TR SRC2 fluor cs, Tau ThT inhib, L3MBTL1 block, Tau fibril FP
`COc1ccccc1NC(=O)c1cc2n(n1)C(C(F)(F)F)CC(c1ccc3c(c1)OCO3)N2` (stereo unspecified) as listed: ?, -4%, -7%[10 µM], -1%, -1%, ?, -5%, -5%
`CC(C)CNc1c(N)c(=O)oc2ccccc12` as listed: -13%, -12%, 11%, -11%, -2%, -16%, ., ?
`O=C(/C=C/c1ccccc1Cl)c1ccc[nH]1` as listed: -9%, 1%, ., -3%, -2%, ?, -11%, 6%

(listing goes on)
Value order: Tau fluor cs	TRb SRC2 PPI	HTT ATP protect	RECQ1 inh	TR SRC2 fluor cs	Tau ThT inhib	L3MBTL1 block	Tau fibril FP
O=C(/C=C/c1ccc(S(=O)(=O)N2CCOCC2)cc1)N1CCN(c2ccc(F)cc2)CC1
  -19%	3%	10%[10 µM]	-2%	1%	-12%	-10%	2%
Cc1nnn(C23CC4CC(CC(C(=O)NN)(C4)C2)C3)n1
  -6%	5%	.	-4%	-1%	-9%	13%	-3%
Cc1ccc(NC(=O)CSc2nnc(NC(=O)CN3CCOCC3)s2)cc1
  3%	-30%	-25%	-8%	0%	10%	-12%	2%
O=C(CSCc1ccccc1Cl)N1CCN(c2ccc(Cl)cc2)CC1
  -29%	3%	.	.	-1%	?	.	10%
COc1ccccc1-c1nccc(NCc2cnc(C)cn2)n1
  -2%	3%	-8%	0%	-1%	0%	.	3%
CCn1c(C)c(C)c2cc(C(=O)NCc3ccc(OC)cc3OC)ccc21
  -21%	1%	.	.	0%	?	.	10%
O=C(Nc1ccccc1Cl)OCc1cncs1
  -10%	-6%	-3%	8%	-3%	-11%	1%	0%
COc1cccc(N2C(=O)C3CCCN3C2c2ccc(N(C)C)cc2)c1 (stereo unspecified)
  -8%	-3%	-17%	-3%	5%	-13%	-3%	-8%

Retrieved by structure from the list above, 3 records:
Value order: Tau fluor cs	TRb SRC2 PPI	HTT ATP protect	RECQ1 inh	TR SRC2 fluor cs	Tau ThT inhib	L3MBTL1 block	Tau fibril FP
O=C(/C=C/c1ccc(S(=O)(=O)N2CCOCC2)cc1)N1CCN(c2ccc(F)cc2)CC1
  -19%	3%	10%[10 µM]	-2%	1%	-12%	-10%	2%
Cc1ccc(NC(=O)CSc2nnc(NC(=O)CN3CCOCC3)s2)cc1
  3%	-30%	-25%	-8%	0%	10%	-12%	2%
COc1cccc(N2C(=O)C3CCCN3C2c2ccc(N(C)C)cc2)c1 (stereo unspecified)
  -8%	-3%	-17%	-3%	5%	-13%	-3%	-8%
